# Screening data from PubChem BioAssay.
# PRMT1 inh: inhibitors of human PRMT1 | AID 652257 | Q99873 | recombinant PRMT1, activity-based probe fluorescence polarization | inhibition, % at 2.79 µM | 370,000 compounds, 1.3% hits;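 active = inhibition above about 21% made by adding two undisclosed values, limit read from the data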
# Target sequence (Q99873 whole entry, looked up): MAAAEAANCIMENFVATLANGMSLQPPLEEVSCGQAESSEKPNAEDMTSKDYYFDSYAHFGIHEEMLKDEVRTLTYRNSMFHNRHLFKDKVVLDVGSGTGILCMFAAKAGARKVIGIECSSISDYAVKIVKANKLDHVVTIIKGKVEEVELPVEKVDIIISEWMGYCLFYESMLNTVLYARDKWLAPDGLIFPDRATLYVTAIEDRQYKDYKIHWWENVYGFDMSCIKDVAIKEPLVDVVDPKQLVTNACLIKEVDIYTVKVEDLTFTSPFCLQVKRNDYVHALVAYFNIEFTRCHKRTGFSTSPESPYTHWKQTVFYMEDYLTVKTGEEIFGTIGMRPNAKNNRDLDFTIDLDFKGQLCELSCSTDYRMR
# rCAG RNA binder: r(CAG) repeat RNA binding | TO-PRO-1 dye displacement fluorescence | inhibition, % at 3 µM | 370,000 compounds, 1.3% hits | AID 651821;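 active = inhibition above the plate cutoff, the mean of all test compounds on that plate plus 3 SD, cut at about 35% in these data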;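 note: 0% = DMSO alone and 100% = 100 µM mitoxantrone as full dye displacement; higher means more dye released from RNA so lower well fluorescence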
# ABHD4 inh: inhibits mouse alpha/beta hydrolase domain 4 | Q8VD66 | purified mABHD4, FP-Rh probe fluorescence polarization | inhibition, % at 8.92 µM | 370,000 compounds, 0.54% hits | AID 720543;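 active = inhibition exceeding the mean over every tested compound plus 3 SD, cut at about 30% in these data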;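 note: 0% = plate median of compound wells and 100% = S159A mutant with DMSO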
# Target sequence (Q8VD66 whole entry, looked up, the tested form may be a part): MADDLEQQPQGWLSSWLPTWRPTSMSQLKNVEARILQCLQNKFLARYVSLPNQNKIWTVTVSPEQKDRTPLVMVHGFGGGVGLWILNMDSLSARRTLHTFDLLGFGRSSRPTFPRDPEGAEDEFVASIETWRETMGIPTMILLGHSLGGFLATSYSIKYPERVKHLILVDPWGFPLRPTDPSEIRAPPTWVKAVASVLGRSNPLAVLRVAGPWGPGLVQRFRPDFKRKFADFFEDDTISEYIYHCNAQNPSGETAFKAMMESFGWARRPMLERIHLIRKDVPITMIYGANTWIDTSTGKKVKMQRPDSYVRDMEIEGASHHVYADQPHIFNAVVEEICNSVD
#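 Assay system: wild-type mouse ABHD4 protein; compound: single nominal dose of 8.92 µM, 0.89% DMSO final; schedule: 45 min + 60 min at 25 °C; measured by: FP readout, ex 525 nm / em 598 nm; evaluation: % inhibition of FP-Rh probe binding versus controls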
# TCR CD3 inh: human TCR-CD3 binding inhibition. 360,000 compounds, 0.37% hits. inhibition, % at 9.4 µM. TAMRA-labeled TCR probe fluorescence, biochemical; in the data active = inhibition above about 19%;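 note: recombinant mutant TCR 2C K166C tagged with TAMRA read by polarization; 0% = receptor in buffer alone and 100% = receptor with positive control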
# SIAE inh: human SIAE inhibition, primary screen. inhibition, % at 9.66 µM. AID 1053197. Q9HAT2. SIAE FP-Rh probe binding, fluorescence polarization. 370,000 compounds, 0.69% hits;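 active = inhibition above a cutoff: mean of compounds within the control limits plus 3 SD of those, cut at about 17% in these data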;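 note: 0% = plate median of compound wells and 100% = probe without SIAE protein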
# PG9 Ab binder: small molecules binding HIV-1 gp120 antibody PG9; 360,000 compounds, 0.43% hits; TR-FRET gp120-PG9 antibody binding; inhibition, % at 6.7 µM; in the data active = inhibition above about 8.5%
# TDP2 inh: TDP2 (human) inhibition, absorbance primary screen. recombinant TDP2, T5PNP hydrolysis, p-nitrophenol absorbance 415 nm. inhibition, % at 12.8 µM. 370,000 compounds, 0.34% hits. AID 720702;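 active = inhibition above the mean of all tested compounds plus 3 SD, set per campaign, cut at about 25% in these data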;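 note: 0% = DMSO with enzyme and 100% = buffer with substrate but no TDP2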
# Target sequence (O95551 whole entry, looked up): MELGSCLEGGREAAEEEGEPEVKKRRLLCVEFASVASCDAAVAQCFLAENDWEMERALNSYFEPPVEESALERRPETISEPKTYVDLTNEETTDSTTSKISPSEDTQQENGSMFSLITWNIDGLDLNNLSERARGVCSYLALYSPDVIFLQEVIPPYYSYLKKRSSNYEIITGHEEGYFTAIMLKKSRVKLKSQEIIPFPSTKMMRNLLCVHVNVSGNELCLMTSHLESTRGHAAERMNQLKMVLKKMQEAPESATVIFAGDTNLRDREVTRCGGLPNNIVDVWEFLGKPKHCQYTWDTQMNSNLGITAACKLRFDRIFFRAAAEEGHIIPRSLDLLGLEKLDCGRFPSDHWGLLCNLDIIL
#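 Read-out basis: percent inhibition. System: recombinant human TDP2. Buffer or medium: Mg2+-containing Tris-HCl buffer, pH 7.5. Repeats: single replicate. Timing: reaction 2 h, 37 °C. Benchmarks: high control without enzyme, low control DMSO plus TDP2. Probe or stimulus: 5 mM T5PNP. Doses: 12.8 µM only. Measured by: epi absorbance of p-nitrophenol freed from T5PNP by hydrolysis.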
# Rev-erbA mod: Rev-erb alpha (human) modulation; activity, % at 10 µM; 370,000 compounds, 0.79% hits; Rev-erbα–FITC-DNA binding, fluorescence polarization, 90 min;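 active = activity above about 14%, limit read from the data; passing the limit was not always enough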;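 note: 0% = DMSO wells with 35 nM protein and 100% = DMSO wells with 750 nM protein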
# HTRA1 inh: HTRA1 (human) protease inhibition; inhibition, % at 5.96 µM; AID 504803; recombinant HTRA1, FP-rhodamine activity-based probe, fluorescence polarization; 340,000 compounds, 0.5% hits; in the data active = inhibition above about 36%;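 note: 0% = enzyme with DMSO and 100% = wells lacking enzyme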
# LEDGF integ inh: blocks HIV-1 LEDGF/p75-dependent DNA integration. TR-FRET IN-LEDGF/p75 DNA integration, Eu/Cy5. inhibition, % at 3.7 µM. 370,000 compounds, 0.64% hits. AID 743269;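 active = inhibition above the screen-wide mean plus 3 SD, cut at about 13% in these data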;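 note: signal is the Cy5 over europium emission ratio at 671 and 618 nm; 0% = plate median of compound wells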
# * hit, by the source's call; . = no result given; & = joins results of further samples.
[1] Clc1ccc(-c2csc(N/N=C/c3cccnc3)n2)c(Cl)c1
[2] Cc1cc(Cl)ccc1OC(C)C(=O)Nc1ccccc1N1CCOCC1 (configuration not stated)
[3] CC(=O)CCc1c(C)nc2ccc(C(=O)O)cc2c1Cl
[4] CC(C)c1ccc(/C=C2\Oc3c(ccc(O)c3CN3CCN(C)CC3)C2=O)cc1
[5] COc1ccc(/C=C(\C#N)C(=O)OCC(=O)Nc2ccc(C(C)(C)C)cc2)cc1
[6] O=C(CCS(=O)(=O)c1ccccc1)Nc1ccc(S(=O)(=O)Nc2ncccn2)cc1
[7] Cn1c(=O)[nH]c(=O)c2c1nc(N1CCCC1)n2CC(O)COc1ccccc1 (configuration not stated)
[8] CCOC(=O)c1sc(/N=C/c2ccc(O)cc2O)cc1C
Screen / compound no.,1,2,3,4,5,6,7,8
PRMT1 inh,-3,2,2,5,-1,1,2,0
rCAG RNA binder,7,-3,6,-12,11,3,-1,0
ABHD4 inh,3,-7,-8,10,2,9,4,-5
TCR CD3 inh,6,1,12,-1,2,-7,-4,7
SIAE inh,2,-3,0,-6,-15,-4,6,-2
PG9 Ab binder,-1.9,-1.0,-1.8,-5.3,-1.2,-0.2,-1.0,-3.5
TDP2 inh,3,4,2,-4,9,7,0,-7
Rev-erbA mod,-11,-4,5,-1,2,4,-5,-1
HTRA1 inh,-5,-21,-3,-6,-24,2,-5,0
LEDGF integ inh,0,10,2,4,-1,-4,1,1

[9] CC(C)C(=O)Nc1ccc(COc2ccccc2CN(Cc2ccccc2)C(=O)OC(C)(C)C)cc1
[10] Cc1ccc(CNc2nc3ccccc3n2C)cc1
[11] O=C(CSc1nnc(COc2ccccc2)o1)N1CCCC1
[12] O=C(Nc1cccnc1)c1ccccc1-c1nc(-c2ccccc2F)no1
[13] Cc1nn(-c2ccccc2)c2sc(C(=O)OC3CCOC3=O)cc12 (configuration not stated)
[14] COc1ccccc1N1CC(C(=O)OC(C)C(=O)Nc2ccc(F)cc2)CC1=O (configuration not stated)
[15] Cc1cc2ncc(Cl)nc2cc1C
[16] Fc1ccc(-n2c(Cc3ccccc3)nnc2SCc2nc(-c3ccc(Cl)cc3)no2)cc1
Screen / compound no.,9,10,11,12,13,14,15,16
PRMT1 inh,-4,1,2,-3,0,1,-1,-1
rCAG RNA binder,7,-2,-1,0,8,2,1,1
ABHD4 inh,-20,-2,1,-6,-3,4,6,-15
TCR CD3 inh,4,3,2,6,5,3,4,4
SIAE inh,0,1,-13,0,-9,6,2,-5
PG9 Ab binder,-1.4,-0.2,0.5,-1.1,0.2,4.5,-2.4,1.7
TDP2 inh,-2,-7,-3,11,2,-10,-3,-3
Rev-erbA mod,0,2,12,0,1,-3,1,-5
HTRA1 inh,-40,-5,1,3,-8,6,6,-61
LEDGF integ inh,0,3,1,1,1,0,3,-1

[17] Nc1ccc2cc3ccc(N)cc3nc2c1
[18] CCCc1nnc(SCc2ccc(OC)cc2)n1N
[19] COC(=O)c1ccc(Sc2ccc(Cl)cc2)c(N)c1
[20] CC(C)CNS(=O)(=O)c1ccc(Br)cc1N1CCC[C@@H]1CO
[21] Cc1ccc(OCC(=O)NC2CCCC2)c(C)c1
[22] COc1ccc(NC(=O)c2ccc(N3C(=O)C4CC=C(Cl)CC4C3=O)cc2)cc1 (configuration not stated)
[23] CCOc1ccc(S(=O)(=O)N2CCc3ccccc3C2)cc1
[24] CCCCCCSc1ccc([C@H]2N[C@@](CC(C)C)(C(=O)OC)[C@H]3C(=O)N(CC)C(=O)[C@@H]23)cc1
Screen / compound no.,17,18,19,20,21,22,23,24
PRMT1 inh,148*,0,-4,-7,-4,0,0,-2
rCAG RNA binder,-78,-3,0,1,-1,18,2,1
ABHD4 inh,32*,5,-3,-11,0,-2,-9,-11
TCR CD3 inh,.,5,1,-2,0,1,3,10
SIAE inh,11,18*,6,-8,4,-4,-6,-12
PG9 Ab binder,.,-0.8,1.6,-0.6,-3.6,-2.3,0.5,-1.2
TDP2 inh,16,3,-8,0,1,6,-8,-17
Rev-erbA mod,28*,-3,6,3,-1,2,-5,7
HTRA1 inh,.,-1,-9,-6,5,-22,-20,-6
LEDGF integ inh,44*,2,-1,-3,0,0,1,3

# Entries 19–24 from above:
[19] COC(=O)c1ccc(Sc2ccc(Cl)cc2)c(N)c1
[20] CC(C)CNS(=O)(=O)c1ccc(Br)cc1N1CCC[C@@H]1CO
[21] Cc1ccc(OCC(=O)NC2CCCC2)c(C)c1
[22] COc1ccc(NC(=O)c2ccc(N3C(=O)C4CC=C(Cl)CC4C3=O)cc2)cc1 (configuration not stated)
[23] CCOc1ccc(S(=O)(=O)N2CCc3ccccc3C2)cc1
[24] CCCCCCSc1ccc([C@H]2N[C@@](CC(C)C)(C(=O)OC)[C@H]3C(=O)N(CC)C(=O)[C@@H]23)cc1
Screen / compound no.,19,20,21,22,23,24
PRMT1 inh,-4,-7,-4,0,0,-2
rCAG RNA binder,0,1,-1,18,2,1
ABHD4 inh,-3,-11,0,-2,-9,-11
TCR CD3 inh,1,-2,0,1,3,10
SIAE inh,6,-8,4,-4,-6,-12
PG9 Ab binder,1.6,-0.6,-3.6,-2.3,0.5,-1.2
TDP2 inh,-8,0,1,6,-8,-17
Rev-erbA mod,6,3,-1,2,-5,7
HTRA1 inh,-9,-6,5,-22,-20,-6
LEDGF integ inh,-1,-3,0,0,1,3

# Next part:
[25] Cc1cccc(C)c1NC(=O)CNC(=O)c1c(C)nn(-c2ccccc2)c1Cl
[26] CCOC(=O)C(=O)Nc1ccccc1C(N)=O
[27] CC1(C)Cc2c(sc3[nH]c(=O)n(CC(=O)NCC4CCCO4)c(=O)c23)CO1 (configuration not stated)
[28] O=C(CN1C(=O)NC2(CCCC2)C1=O)N1CCN(Cc2ccccc2)CC1
[29] CN(C)S(=O)(=O)c1ccc2c(c1)nc(CCC(=O)NCCc1ccc(Cl)cc1)n2C
[30] CC1CCC(NC(=O)Nc2cccs2)CC1 (configuration not stated)
[31] Cc1cc(C)nc(N(C#N)Cc2ccc([N+](=O)[O-])cc2)n1
[32] CCc1cc(SC#N)cc(C)c1N
Screen / compound no.,25,26,27,28,29,30,31,32
PRMT1 inh,1,-1,-4,-4,2,3,1,3
rCAG RNA binder,-4,-1,0,-5,-3,7,-2,0
ABHD4 inh,-2,0,1,3,6,-9,0,-4
TCR CD3 inh,-4,2,3,7,1,-1,11,7
SIAE inh,1,6,5,1,-2,-4,-1,-1
PG9 Ab binder,-0.1,-1.6,-0.6,1.5,-0.1,-1.0,-1.8,-1.0
TDP2 inh,2,11,-11,5,7,-21,-2,32*
Rev-erbA mod,0,-1,3,2,0,-1,-6,-6
HTRA1 inh,1,2,4,0,-6,8,1,7
LEDGF integ inh,0,0,6,2,-3,0,3,-3

[33] COc1ccc(OC)c(/C=C/C(=O)OCC(=O)N2CCN(S(=O)(=O)c3ccc(C)cc3C)CC2)c1
[34] CCOC(=O)Cc1nnc(Nc2cccc(O)c2)c2ccccc12
[35] CCN(CC)c1nc(C#N)nc(N(CC)CC)n1
[36] CCc1nnc(NC(=O)CSc2nnc(-c3cccnc3)n2C)s1
[37] C[C@H]1Cn2cnc(C(=O)Nc3ccc(CNC(=O)OC(C)(C)C)cc3)c2C(=O)N1
[38] Cc1cccc(NC(=O)COc2ccc3c(c2)CCC3)n1
[39] COc1ccc(C2CC=C(C(C)=O)CN2S(=O)(=O)c2ccc(Cl)cc2)cc1 (configuration not stated)
[40] Cc1occc1C(=O)NCc1nc(-c2ccccc2)no1
Screen / compound no.,33,34,35,36,37,38,39,40
PRMT1 inh,2,-2,2,0,-3,-2,1&2,0
rCAG RNA binder,5,4,3,-2,1,-1,7&5,-1
ABHD4 inh,1,12,4,8,-4,5,3&5,-5
TCR CD3 inh,-1,12,-7,0,4,-5,-4&-2,4
SIAE inh,6,4,4,-2,2,3,1&3,2
PG9 Ab binder,-0.2,-1.5,0.9,-1.5,-0.7,-3.7,-2.1&-1.6,-0.6
TDP2 inh,-13,-3,4,-1,-1,-12,-7&1,-4
Rev-erbA mod,1,-4,-5,-4,-4,1,-6&8,-8
HTRA1 inh,-2,-9,-1,.,1,-1,.,1
LEDGF integ inh,-4,0,-4,-5,0,4,0&-4,0

[41] Cc1c(C(=O)NCc2ccc(Cl)c(Cl)c2)sc(=O)n1Cc1ccccc1F
[42] CS(=O)(=O)N(Cc1ccccc1)c1ccc(C(=O)NC2CCCCC2O)cc1 (configuration not stated)
[43] COc1ccc(C)cc1NC(=O)C1CCN(C(=O)c2ccco2)CC1
[44] O=S1(=O)CC(N2CCCC2)CN1 (configuration not stated)
[45] Cc1nccn1CC(=O)N/N=C/c1cccc(O)c1
[46] O=c1[nH]c2ccc([N+](=O)[O-])cc2[nH]1
[47] COc1ccc(C2CC(c3ccccc3)=NN2C(=S)Nc2ccccc2)cc1 (configuration not stated)
[48] CC(C)(C)n1cnc2cc(NS(=O)(=O)c3ccccc3)ccc21
Screen / compound no.,41,42,43,44,45,46,47,48
PRMT1 inh,-2,2,-3,-2,3,0,-3,-1
rCAG RNA binder,-1,-1,-6,2,-2,2,2,-4
ABHD4 inh,-24,1,3,2,2,-2,-12,-1
TCR CD3 inh,5,0,0,.,-7,8,0,1
SIAE inh,-32,-2,4,3,3,-3,4,-2
PG9 Ab binder,-2.5,0.9,-2.6,.,1.6,0.4,-2.7,-0.5
TDP2 inh,9,-4,-7,8,7,-5,11,-1
Rev-erbA mod,-10,7,5,2,1,6,1,6
HTRA1 inh,.,2,5,.,6,-1,-29,-3
LEDGF integ inh,-1,-1,3,3,-3,-1,-1,1

[49] O=C(c1cccc(S(=O)(=O)N2CCOCC2)c1)N1CCN(S(=O)(=O)c2cccs2)CC1
[50] O=c1[nH]nc(SCc2nc3ccccc3s2)n1C1CC1
[51] CCn1c(C)nc2cc(C(=O)NNS(=O)(=O)c3c(F)cc(F)c(Cl)c3F)ccc21
[52] COCCN(Cc1ccccc1)C(=O)c1cccc(S(=O)(=O)N2CCN(c3ccccc3)CC2)c1
[53] Cc1ccc(CC(=O)N2CCN(S(=O)(=O)c3ccccc3)CC2)cc1C
[54] Cn1c(COc2ccccc2)nnc1SCC(=O)Nc1ccc(S(=O)(=O)Nc2nccs2)cc1
[55] COc1ccc(-c2onc(C)c2-c2cnn(-c3ccccc3)c2)c(O)c1C
[56] Cc1ccc(NC2=C/C(=N/S(=O)(=O)c3cccs3)c3ccccc3C2=O)cc1C
Screen / compound no.,49,50,51,52,53,54,55,56
PRMT1 inh,-3,-1,4,-2,0,-1,2,-3
rCAG RNA binder,-1,-2,1,-6,-3,49*,5,1
ABHD4 inh,1,4,0,-7,0,-2,-2,7
TCR CD3 inh,0,0,3,4,-4,.,-3,10
SIAE inh,0,2,-7,4,8,-3,-8,7
PG9 Ab binder,0.9,-3.5,0.9,-0.1,2.6,.,-0.7,-3.7
TDP2 inh,12,-12,-11,0,1,15,1,-1
Rev-erbA mod,0,0,2,0,4,-5,2,2
HTRA1 inh,-1,-2,-3,-12,-10,.,-30,3
LEDGF integ inh,6,-5,-3,-1,2,0,-1,5

# An excerpt. The share of hits here may be higher or lower than overall.
